Assay outcomes deposited in PubChem by Southern Research Specialized Biocontainment Screening Center.
Dengue-2 NS5 capping: Dengue-2 NS5 methyltransferase inhibitors, primary screen, biochemical, confirmation dose response (AID 588689); inhibition, % at 25 µM, or IC50 in µM where a hit was titrated; 0.3% of 340,000 active; Dengue-2 NS5 methyltransferase capping enzyme assay, biochemical; higher % means a stronger effect; in the data active = a potency from the dose series; inconclusive = inhibition above about 29% without an active follow-up result
UTI89 phage lysis: inhibition of K1F phage lysis, E. coli UTI89, bacterial capsule biogenesis inhibitors, alamar blue (AID 488966); one-dose inhibition, % at 100 µM; IC50 in µM for titrated hits; E. coli UTI89 K1F phage lysis, alamar blue, 2 h; higher % means a stronger effect; 0.02% of 340,000 active;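 active = phage lysis inhibition, versus mean bacterial control, above a set limit; inconclusive = no clear call, values can overlap the other calls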;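 also: capsule biogenesis inhibitors block K1F phage lysis so surviving cells raise fluorescence; higher fluorescence means more inhibition of phage lysis; actives were called in the ten point dose series up to 300 µM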
Dengue-2 NS5 capping pilot replicate: further read-out of Dengue-2 NS5 capping, marked with its call; inhibition, %; measured here: pilot screen replicate inhibition
* hit, by the source's call; i = inactive; ? = inconclusive; [ ] = dose if it differs, or a comment. This is a subset. The share of hits here may be higher or lower than overall.

SMILES	Dengue-2 NS5 capping	UTI89 phage lysis	others
COc1ccc(CCCN2CCC(CN3C(=S)NC[C@@H]3Cc3ccccc3)CC2)cc1OC	-5%	0.1%	Dengue-2 NS5 capping pilot replicate=0.9
O=C1CCC[C@@H]2Cc3nc4ccccc4cc3[C@@H]3CCN1[C@H]23	-3%	0.8%
COc1cc2c(Cc3ccccc3)cncc2cc1O	-5%	-1.4%
Clc1ccccc1N=Nc1ccccn1	?	2.6%
CC(=O)Nc1cc2c(cc1Br)-c1ccccc1C2	-1%	0.9%
CC(=O)N(CC(=O)N(CC(=O)O)c1ccc(Cl)cc1)c1ccc(Cl)cc1	-4%	0.2%
O=C(Nc1ccc(C(=O)N2CCCCC2)cc1)C1CCCC1	0%	0.0%	Dengue-2 NS5 capping pilot replicate=-0.6
CC(=O)Nc1c(Cl)c(Cl)c2c(c1Cl)Cc1cc(Cl)ccc1-2	-1%	0.6%
COC(=O)CC1=C(c2ccc([N+](=O)[O-])cc2)CCC1=O	4%	-2.7%
COc1cccc2c1C1COC3C4CC(C(=O)O)C(C(C2)N13)N4C (configuration not stated)	0%	5.2%
O=C(Cc1cccc(NC(=O)C2CCN(C(=O)C3CCCCC3)CC2)c1)Nc1cccc(C(=O)N2CCOCC2)c1	-1%	-0.1%	Dengue-2 NS5 capping pilot replicate=-0.6
CC(C)(C)S(=O)N1Cc2cc(CO)ccc2[C@@H]1CCO (some centres not stated)	1%	0.3%	Dengue-2 NS5 capping pilot replicate=1.2
COc1ccc(C2C3=C(CC(C)(C)CC3=O)Oc3ncn4nc(-c5ccccc5)nc4c32)cc1 (configuration not stated)	6%	-0.1%
CSc1ccc(S(=O)(=O)NCC(=O)OCC(=O)N(C)CC(=O)Nc2ccc(F)cc2)cc1[N+](=O)[O-]	-11%	0.2%[50 µM]
[O-]C(=C(C(=S)Nc1cccc2ccccc12)[n+]1ccccc1)c1ccc2c(c1)OCCO2	7%	-2.1%
CC(=O)Oc1ccc(C2=Cc3ccc(OC(C)=O)cc3OC2C)cc1 (configuration not stated)	1%	2.0%
CCOC(=O)c1c(-c2ccccc2)csc1NC(=O)/C(C#N)=C\c1ccc(O)c(OC)c1	?	-3.4%
CCCCC[C@@H](/C=C/C1C(=O)C=C[C@H]1C/C=C\CCCC(=O)O)OC(C)=O (some centres not stated)	5%	0.0%	Dengue-2 NS5 capping pilot replicate=-4.0
COc1cccc(NC(=O)CN(C)C(=O)CNC(=O)c2ccc(C)s2)c1	-9%	0.8%[50 µM]
Cc1ccc(S(=O)(=O)N2CCC[C@H]2C(=O)Oc2ccccc2)cc1	5%	-0.1%
CC1(C)COC(c2cccc([N+](=O)[O-])c2)OC1	-2%	-0.5%
CC(C)n1c(CNC(=O)c2ccccc2F)nnc1SCC(=O)NC1CCCCC1	-2%	0.7%
O=C1CCCCC1(CCc1ccncc1)CCc1ccncc1	2%	4.2%
CCCn1cnc2c(SCc3ccccn3)nc(N)nc21	-6%	-1.7%
CCCCNC1(C#N)CCN(Cc2ccccc2)CC1	19%	1.5%
Continued.
SMILES	Dengue-2 NS5 capping	UTI89 phage lysis	others
COc1cccc(CCC2C(=O)CCCC2=O)c1	-1%	4.0%
c1ccc(NCCC2OCC3(CO2)COC(CCNc2ccccc2)OC3)cc1 (configuration not stated)	-1%	-2.1%
O=C1NC(=O)C2(CCCCCCC2)N1	-2%	-3.9%
CCN(CC)C1Oc2cc3c(cc2C(c2cc(OC)c(O)c(OC)c2)C1C)OCO3 (configuration not stated)	-4%	1.3%
O=C(CN(Cc1ccco1)C(=O)c1cccc(F)c1)Nc1ccccc1C(F)(F)F	-11%	-0.1%[50 µM]
COCCN(C(=O)c1ccc2c(c1)C(=O)N(c1ccccc1Cl)C2=O)c1c(N)n(CC(C)C)c(=O)[nH]c1=O	-4%	0.0%[50 µM]
CC(C)CC(=O)N1CC=CC[C@@H](c2ccc(Cl)cc2)N(Cc2ccc(Cl)cc2)C(=O)[C@@H]1Cc1ccccc1	-1%	2.1%
COc1ccc2c(c1)/C(=C/c1cc(OC)c(OC)c(OC)c1)C(=O)N2	-1%	1.5%
CN(C)C(=S)N=c1ssc(=S)n1Cc1cccnc1	-11%	1.6%
COc1cc(-c2cc(O)c(-c3ccc4ccccc4n3)c(=O)[nH]2)cc(OC)c1OC	-68%	i
O=C(CN(C(=O)c1ccccc1)C(=O)c1ccccc1)OCc1ccccc1	-6%	-1.6%
CC(=O)Nc1cc2c3c(cccc3c1)-c1ccccc1-2	-8%	-0.3%
COc1ccc(NC(=O)CN(C)C(=O)c2ccc(C)c(S(=O)(=O)N3CCCCC3)c2)cc1	-4%	0.1%[50 µM]
O=C(NCc1ccccc1)c1cccc(NC(=O)C2CCCC2)c1	-5%	0.1%	Dengue-2 NS5 capping pilot replicate=0.0
O=C(O)c1cc2ccccc2cn1	-1%	-8.0%
O=C1N=C2N(CCN3CCCCC3)c3ccccc3N2/C1=C\c1ccc([N+](=O)[O-])s1	-8%	-0.2%
Cc1cc(C(=O)Cn2cnc3ccc(Cl)cc3c2=O)c(C)n1C1CC1	-1%	-0.6%
S=C(c1ccc2c(c1)OCO2)N1CCN(c2cccc(Cl)c2)CC1	-8%	-2.8%
CC(=NNC(=S)N1CCC1)c1ccccn1	-6%	-4.2%
OC1COC(c2ccccc2)OC1C1OC(c2ccccc2)OCC1O (configuration not stated)	-9%	7.8%
CC(C)n1cc2c(N)ncnc2n1	3%	-1.4%
COc1ccc2c(c1)N(C[C@H](C)CN(C)C)c1ccccc1S2	-10%	-3.7%
CCCn1c(C)cc(/C=C(\C#N)C(=O)OCC(=O)N(CC)c2c(N)n(Cc3ccccc3)c(=O)[nH]c2=O)c1C	1%	0.8%[50 µM]
COc1ccccc1NC(=O)c1ccc(NC(=O)C2CC2)cc1	-8%	0.2%
O=c1c2ccccc2ncn1CCc1ccncc1	5%	-0.8%
Other entries
SMILES	Dengue-2 NS5 capping	UTI89 phage lysis	others
O=C(O)c1cccc2c1C(=O)c1cc([N+](=O)[O-])ccc1-2	-4%	-0.9%
Nc1nc(SCc2ccccc2[N+](=O)[O-])c2ncn(Cc3ccccc3)c2n1	4%	-1.5%
CC1(C)COC(c2ccc3c(c2)OCO3)OC1	11%	2.7%
Nc1cc(Cc2ccccc2)ccc1O	-14%	-2.0%
COc1cc(NCCCn2cnc3c(OCc4ccccc4)ncnc32)cc(OC)c1OC	-2%	-0.1%	Dengue-2 NS5 capping pilot replicate=-5.2
CCN1C(=N)N(c2ccccc2)C(=O)C(CC)(CC)C1=O	-3%	-2.8%
Fc1cccc(F)c1[B-](F)(F)F	0%	0.1%
OCCCNc1ncnc2[nH]ncc12	-12%	-2.4%
COc1cc(OC)cc(C(=O)N(Cc2ccco2)c2c(N)n(Cc3ccccc3)c(=O)[nH]c2=O)c1	-8%	-0.1%
O=[N+]([O-])c1ccc2c(c1)Cc1cc(F)ccc1-2	-5%	2.6%
N#C/C(=C/c1ccc(-c2ccc([N+](=O)[O-])cc2)o1)C(=O)Nc1nc(-c2cccs2)cs1	-6%	-1.6%
COc1cccc2c1C(CCCC(=O)O)CCC2 (configuration not stated)	-3%	-0.5%
COc1cc2cncc(Cc3ccccc3)c2cc1O	-10%	1.6%
Cc1cccc(C(=O)NCN2CCN(c3ccccc3C#N)CC2)c1	-7%	1.6%
O=[N+]([O-])c1ccccc1N(S(=O)(=O)c1ccccc1)S(=O)(=O)c1ccccc1	11%	0.9%
CC1(CCOCc2ccccc2)NC(=O)NC1=O (configuration not stated)	-10%	0.1%
O=C1NC(=S)SC1=Cc1cccs1	-6%	-2.2%
CN1C[C@@H]2[C@@H]3C(=O)N(Cc4ccccc4)C(=O)[C@@H]3[C@](C)(C1=O)N2C(=O)c1ccccc1	-8%	2.6%
O=c1[nH]c(=O)n(CCCc2ccccc2)cc1-c1ccccc1	-6%	2.4%
COc1ccccc1CNC(=O)COC(=O)C1CCN(S(=O)(=O)c2c(Cl)cccc2Cl)CC1	2%	0.9%[50 µM]
C(=C\c1sc(Nc2ccccc2)n[n+]1-c1ccccc1)/c1ccccc1	-7%	-0.4%
CC(=O)N(C)c1cc([N+](=O)[O-])ccc1OCc1ccccc1	-12%	-1.5%
Cc1ccc(S(=O)(=O)N2CCOCC2)cc1NC(=O)COC(=O)c1cccc(Cl)c1Cl	-8%	-0.5%[50 µM]
CC(=O)Nc1ccc2c(c1)C(=Nc1ccccc1)c1ccccc1-2	3%	-0.9%
COc1cccc(C(=O)C(=O)c2cccc(OC)c2OC)c1OC	5%	2.3%
Next section
SMILES	Dengue-2 NS5 capping	UTI89 phage lysis	others
Oc1cccc2oc(=S)[nH]c12	-5%	1.0%
O=C(O)CC1CCC1CC(=O)O (configuration not stated)	-2%	-2.1%
Cc1[nH]c(=O)n(C(C)C)c(=O)c1Br	-5%	-2.2%
CCC1(C)COC(c2ccc3c(c2)OCO3)OC1 (configuration not stated)	-3%	-1.2%
Cc1cn([C@H]2C[C@H](O)[C@@H](CCC(=O)NCc3ccccc3)O2)c(=O)[nH]c1=O	-2%	0.1%	Dengue-2 NS5 capping pilot replicate=-8.0
COc1ccc2[nH]cc(CCNC(=O)Cn3cc(C)c(=O)[nH]c3=O)c2c1	0%	0.2%
Cc1cccc(NC(=O)CN2CCN(C(=O)CN3C(=O)NC4(CCCCC4C)C3=O)CC2)c1C (configuration not stated)	7%	0.0%[50 µM]
CCCN(CC(=O)Nc1ccccc1OC)C(=O)c1ccc(S(=O)(=O)Nc2ccccc2OC)cc1	-6%	4.0%
CCOC(=O)Nc1cc2c(c(N)n1)N=C(c1ccccc1)CN2	-4%	0.3%
C[C@H](O)[C@@H]1C(=O)N2CCc3ccc(-c4ccccc4)cc3[C@@H]2C[C@@H]1N(C)C(=O)NC1CCCCC1	-3%	0.0%	Dengue-2 NS5 capping pilot replicate=-0.6
COc1ccccc1CNCCS(=O)(=O)NCc1ccccc1	2%	1.3%
Cc1ccc2c(Cl)c(Cc3ccccc3)c(=S)[nH]c2n1	-14%	0.0%
CCN1C(=O)CCN(C2CCCC2)c2nc(Nc3ccc(C(=O)NC4CCN(C)CC4)cc3OC)ncc21	-6%	0.2%
Cc1ccc(S(=O)(=O)N2CCN(C(=O)COC(=O)/C=C/c3ccc(C(F)(F)F)cc3)CC2)c(C)c1	-3%	0.1%[50 µM]
COc1cc(C(=O)Oc2ccccc2OC(=O)c2cc(OC)c(OC)c(OC)c2)cc(OC)c1OC	2%	-1.6%
O=[N+]([O-])c1ccc(NN=Cc2cccc(O)c2)nc1	-2%	-3.8%
COc1ccc(B(O)O)c(CN2CCN(C(=O)OC(C)(C)C)CC2)c1	-2%	0.2%
Nc1ccc2ccccc2c1[N+](=O)[O-]	5%	-2.4%
O=C1Cc2ccccc2C(=O)N1Nc1ccccc1	6%	0.6%
O=C(O)c1cccc2cccc(-c3c4ccc(=O)c(O)c-4oc4c(O)c(O)ccc34)c12	15µM*	-6.5%
COC(=O)C1OCOC2C(C(=O)OC)OCOC12 (configuration not stated)	5%	0.9%
CN(CCc1ccccc1)C(=O)c1cccc(NC(=O)Cc2cccc(NC(=O)C3CCCN(C(=O)C4CC4)C3)c2)c1 (configuration not stated)	-5%	0.0%	Dengue-2 NS5 capping pilot replicate=3.7
CCCCn1c(N)c(N(CC(C)C)C(=O)c2cc(Br)c(Br)s2)c(=O)[nH]c1=O	-5%	1.3%[50 µM]
COc1cccc(/C=C2/CCC(CN(C)C)C2=O)c1 (configuration not stated)	-60%	-8.9%
CCC(=O)c1ccc(OCC(=O)OC(C)C(=O)Nc2c(C)n(C)n(-c3ccccc3)c2=O)cc1 (configuration not stated)	-5%	1.0%[50 µM]
Further results
SMILES	Dengue-2 NS5 capping	UTI89 phage lysis	others
O=[N+]([O-])c1ccc(NC2CCCCC2)nc1	-1%	-3.8%
O=C1c2c(Cl)c(Cl)c(Cl)c(Cl)c2C(=O)N1c1nccs1	-4%	-1.4%
Cc1ccc(S(=O)(=O)NN=C2C(=O)C3CCC2C3Cl)cc1 (configuration not stated)	-1%	-1.2%
O=C1NC2c3c(Cl)sc(Cl)c3C(=O)C2O1 (configuration not stated)	15%	-3.4%
Cc1cc(C)c(CN2CCN(CCCn3ccc(NC(=O)OCc4ccccc4)nc3=O)CC2)c(C)c1	4%	0.0%
O=c1[nH]c(=O)c2[nH]c(=S)[nH]c2[nH]1	-5%	-3.7%
CCOc1cc(C=NN2CCCCCC2)ccc1O	0%	-1.5%
Cc1ccc(S(=O)(=O)N2CCN(C(=O)COC(=O)/C=C/c3ccc(Cl)cc3)CC2)c(C)c1	-1%	0.7%[50 µM]
N#CC1(Nc2ccc(S(N)(=O)=O)cc2)CCCC1	4%	-0.8%

Ordered by heavy-atom count (low to high): part of the list above.
SMILES	Dengue-2 NS5 capping	UTI89 phage lysis	others
O=c1[nH]c(=O)c2[nH]c(=S)[nH]c2[nH]1	-5%	-3.7%
O=[N+]([O-])c1ccc(NC2CCCCC2)nc1	-1%	-3.8%
N#CC1(Nc2ccc(S(N)(=O)=O)cc2)CCCC1	4%	-0.8%
Cc1ccc(S(=O)(=O)N2CCN(C(=O)COC(=O)/C=C/c3ccc(Cl)cc3)CC2)c(C)c1	-1%	0.7%[50 µM]
Cc1cc(C)c(CN2CCN(CCCn3ccc(NC(=O)OCc4ccccc4)nc3=O)CC2)c(C)c1	4%	0.0%

As a short view, part of the list above.
SMILES	Dengue-2 NS5 capping	UTI89 phage lysis	others
O=[N+]([O-])c1ccc(NC2CCCCC2)nc1	-1%	-3.8%
O=C1c2c(Cl)c(Cl)c(Cl)c(Cl)c2C(=O)N1c1nccs1	-4%	-1.4%
Cc1ccc(S(=O)(=O)NN=C2C(=O)C3CCC2C3Cl)cc1 (configuration not stated)	-1%	-1.2%
O=C1NC2c3c(Cl)sc(Cl)c3C(=O)C2O1 (configuration not stated)	15%	-3.4%
